EBV LMP1 NFkB: EBV LMP1-driven NF-kappaB luciferase reporter inhibitors, primary screen, cell-based, luminescence, single point. 0.69% of 350,000 active. inhibition, % at 12.5 µM. LMP1-induced NF-kappaB luciferase reporter cells. AID 504558, 2011; in the data active = inhibition above about 41%;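 note: 0% = neutral control wells and 100% = reference inhibitor control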
TWEAK Fn14 block: inhibitors of TWEAK-Fn14 signaling, primary screen, luciferase reporter cells, uHTS | AID 1159606, 2016 | inhibition, % at 10 µM | TWEAK-stimulated Fn14 reporter cells, luciferase luminescence, 8 h | 2% of 360,000 active; in the data active = inhibition above about 50%
NCOA3 inh: SRC3 coactivator transcriptional activity inhibitors, primary screen, cell-based, luminescence; 0.17% of 360,000 active; Nuclear receptor coactivator 3 (Homo sapiens), Q9Y6Q9; HEK293 GAL4-SRC3 luciferase reporter; inhibition, % at 3.6 µM;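 active = inhibition above a per-campaign cutoff, the mean of all compounds plus 3 SD, cut at about 60% in these data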;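 note: 0% = DMSO-treated cells and 100% = gossypol-treated cells at 36 µM; higher means less SRC3-driven luciferase light from the GAL4 reporter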
C8 TRAIL sens: viability loss with TRAIL in NB7+C8 cells, primary screen, TRAIL sensitizer project, cell-based, ATPlite luminescence | inhibition (viability loss, TRAIL sensitization), % at 10 µM | 1% of 360,000 active | AID 624354, 2012;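 active = compounds causing at least 50% loss of cell viability in the single-dose screen, relative to plate controls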
SRC1 inh: SRC1 coactivator transcriptional activity inhibitors, primary screen, cell-based, luminescence. AID 588354, 2011. Nuclear receptor coactivator 1 (Homo sapiens), Q15788. 0.12% of 360,000 active. HEK293 GAL4-SRC1 luciferase reporter. inhibition, % at 3.6 µM;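 active = inhibition above the campaign mean plus 3 SD, with each screening campaign given its own cutoff, cut at about 60% in these data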;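 note: 0% = DMSO treated cells and 100% = gossypol at 36 µM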
TLR9-MyD88 inh: inhibitors of TLR9-MyD88 association in cells, primary screen, cell-based, CHO, BLA complementation, fluorescence; Toll-like receptor 9 (Homo sapiens) + Myeloid differentiation primary response protein …; CCF4 FRET ratio; inhibition, % at 4.98 µM; 0.21% of 340,000 active; AID 504734, 2011;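 active = inhibition above the mean over all tested compounds plus 3 SD, cut at about 21% in these data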;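 note: 0% = DMSO only wells and 100% = clavulanate BLA inhibitor control wells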
Target sequence (Q99836 whole entry, looked up): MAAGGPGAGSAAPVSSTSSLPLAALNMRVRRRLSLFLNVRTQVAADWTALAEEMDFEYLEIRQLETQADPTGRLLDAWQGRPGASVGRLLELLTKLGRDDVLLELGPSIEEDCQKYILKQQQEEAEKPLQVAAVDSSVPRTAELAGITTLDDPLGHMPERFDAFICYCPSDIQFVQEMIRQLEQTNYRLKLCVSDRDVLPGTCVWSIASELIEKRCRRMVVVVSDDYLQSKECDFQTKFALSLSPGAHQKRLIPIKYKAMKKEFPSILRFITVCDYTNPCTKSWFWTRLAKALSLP
Target sequence (Q9NR96 whole entry, looked up): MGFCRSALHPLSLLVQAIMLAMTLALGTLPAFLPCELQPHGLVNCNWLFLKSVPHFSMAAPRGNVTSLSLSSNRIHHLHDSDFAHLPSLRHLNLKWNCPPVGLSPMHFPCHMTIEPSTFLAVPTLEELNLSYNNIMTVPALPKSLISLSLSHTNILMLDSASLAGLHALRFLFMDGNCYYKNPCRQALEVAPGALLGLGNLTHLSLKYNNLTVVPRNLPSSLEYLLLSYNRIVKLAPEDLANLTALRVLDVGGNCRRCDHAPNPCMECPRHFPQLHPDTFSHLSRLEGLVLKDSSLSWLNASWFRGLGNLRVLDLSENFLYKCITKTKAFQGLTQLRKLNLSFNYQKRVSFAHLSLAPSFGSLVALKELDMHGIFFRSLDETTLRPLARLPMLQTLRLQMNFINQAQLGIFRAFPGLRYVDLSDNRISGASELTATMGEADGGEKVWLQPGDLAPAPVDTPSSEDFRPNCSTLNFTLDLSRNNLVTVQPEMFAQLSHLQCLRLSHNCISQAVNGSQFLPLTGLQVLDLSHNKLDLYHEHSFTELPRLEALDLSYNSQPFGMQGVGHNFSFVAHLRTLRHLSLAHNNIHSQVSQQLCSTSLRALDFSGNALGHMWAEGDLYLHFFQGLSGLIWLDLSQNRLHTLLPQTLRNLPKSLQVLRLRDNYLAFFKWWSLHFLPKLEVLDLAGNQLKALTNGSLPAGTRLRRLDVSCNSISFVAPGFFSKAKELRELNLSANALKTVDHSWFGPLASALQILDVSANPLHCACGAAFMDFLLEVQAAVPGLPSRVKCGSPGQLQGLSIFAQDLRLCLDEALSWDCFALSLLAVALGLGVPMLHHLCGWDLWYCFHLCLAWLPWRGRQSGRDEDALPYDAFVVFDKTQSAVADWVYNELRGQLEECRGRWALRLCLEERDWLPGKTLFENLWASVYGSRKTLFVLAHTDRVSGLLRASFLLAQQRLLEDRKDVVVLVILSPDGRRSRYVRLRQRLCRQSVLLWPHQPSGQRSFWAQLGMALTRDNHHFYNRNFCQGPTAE
COUP-TFII inh: NR2F2 transcriptional activity inhibitors, primary screen, cell-based, luciferase reporter, HEK293T, luminescence | COUP transcription factor 2 (Homo sapiens), P24468 | HEK293T NGFI-A luciferase reporter | inhibition, % at 8.6 µM | 0.7% of 370,000 active;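 active = inhibition above a per-plate cutoff, mean inhibition of test wells between control levels plus 3 SD, cut at about 38% in these data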;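 note: cells cotransfected with COUP-TFII expression vector driving the NGFI-A reporter; 0% = median of COUP-TF2 test wells and 100% = reporter-only cells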
TROY signal inh: inhibitors of TROY-driven NF-kB signaling, primary screen, Q293 LMP1-TROYcd cells, NF-kB luciferase, uHTS | Q293 LMP1-TROYcd NF-kB luciferase reporter, 4 h | inhibition, % at 10 µM | 0.98% of 360,000 active | AID 1347056, 2019;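 active = compounds whose plate-normalised and pattern-corrected inhibition of the luciferase reporter signal at the single screening dose is 50% or more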
NOD2 RIPK2 PPI: NOD2-RIPK2 binding disruptors in cells, primary screen, fluorescence, CHO cells, BLA complementation; Receptor-interacting serine/threonine-protein kinase 2 (Homo sapiens), O43353; CCF4 ratio; inhibition, % at 4.98 µM; 0.38% of 360,000 active; AID 624267, 2012; in the data active = inhibition above about 21%;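 note: 0% = vehicle only and 100% = reference blocker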
LRH-1 inv ag: LRH-1 (NR5A2) inverse agonists, primary screen, cell-based, luminescence, HEK293T, StAR-luciferase reporter. Nuclear receptor subfamily 5 group A member 2 (Homo sapiens), O00482. LRH-1 transfected, 24 h. inhibition, % at 3.6 µM. 0.13% of 360,000 active;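 active = inhibition above the mean inhibition of all tested compounds plus 3 SD, cut at about 73% in these data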;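 note: 0% = DMSO wells and 100% = reporter-only cells lacking LRH-1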
SRC2 inh: inhibition of GAL4-SRC2 driven luciferase reporter, primary screen, SRC2 inhibitor project, cell-based, luminescence; Nuclear receptor coactivator 2 (Homo sapiens), Q15596; HEK293 GAL4-SRC2 luciferase reporter; inhibition, % at 9 µM; 0.17% of 370,000 active;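 active = inhibition above the mean inhibition of all tested compounds plus 3 SD, set per campaign, cut at about 52% in these data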;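 note: 0% = DMSO treated cells and 100% = cells given Gossypol at 36 µM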
Active calls of the source: *; . = not tested or not shown.

canonical_smiles | C8 TRAIL sens | SRC2 inh | COUP-TFII inh | SRC1 inh | TROY signal inh | NCOA3 inh | NOD2 RIPK2 PPI | EBV LMP1 NFkB | LRH-1 inv ag | TWEAK Fn14 block | TLR9-MyD88 inh
O=C(/C=C/c1ccco1)c1ccc(NC(=O)C23CC4CC(CC(C4)C2)C3)cc1 | 11 | -18 | 12 | -5 | -2 | -17 | 0 | 8 | -12 | -9 | 12
N#Cc1c(NC(=O)C2CC=CCC2C(=O)O)sc2c1CCCCCC2 (stereo not drawn) | 0 | -27 | -24 | 10 | -4 | 18 | -10 | -10 | -15 | -9 | 2
Cc1ccnc(NC(=O)c2cc([N+](=O)[O-])cc([N+](=O)[O-])c2)c1 | -6 | -13 | 27 | -6 | 0 | -21 | 0 | -7 | -7 | 1 | -20
O=C(NC1CCSc2ccccc21)c1ccccc1Cl (stereo not drawn) | 2 | 16 | -3 | 16 | -13 | 12 | 1 | -3 | 17 | -5 | -5
Cc1ccc(NC(=O)c2ccc(OC(=S)N3CCOCC3)cc2)cc1 | 3 | -11 | 4 | -46 | -99 | -64 | -6 | -8 | -15 | -24 | -2
Cn1ncc(Br)c1C(=O)OCC(=O)Nc1nc(-c2ccccc2)cs1 | -11 | -60 | -12 | -24 | -23 | -37 | 1 | 29 | -47 | -2 | -4
COc1ccc(N2CCN(CCCNC(=O)CCC(=O)N3CCOc4ccc(Cl)cc43)CC2)cc1 | 8 | -5 | -22 | 3 | 6 | 21 | 6 | 0 | 24 | 13 | 7
CN(CC(=O)NCCCN1CCOCC1)S(=O)(=O)c1ccc(F)cc1 | -9 | 0 | -5 | 5 | 2 | 20 | 0 | 0 | 0 | 16 | 0
CC(=O)N1C(=O)/C(=C2\SC(=S)N(NC(=O)c3ccc(O)cc3)C2=O)c2ccccc21 | -1 | -6 | 3 | -32 | 6 | 10 | -5 | 2 | 8 | 15 | -3
C[C@H](CO)N1C[C@H](C)[C@@H](CN(C)Cc2ccc3c(c2)OCCN3C)OCc2cnnn2CCCC1=O | -4 | -25 | -4 | -3 | -4 | 4 | -4 | -4 | -11 | 23 | 3
COC(=O)C(C)Sc1nnc(Cc2cc(=O)[nH]c(=O)[nH]2)n1-c1cc(C)ccc1C (stereo not drawn) | 1 | -17 | -1 | -15 | -3 | 4 | -6 | -4 | -11 | 12 | -5
Fc1ccc(CNC(=S)Nc2ccc(Cl)cc2Cl)cc1 | 23 | -7 | -5 | 8 | -13 | 5 | 5 | 7 | 16 | 3 | -5
CN(C)C(=O)c1cnc(-c2ccccc2)nc1-c1ccccc1 | -3 | -4 | 11 | 8 | 15 | -2 | -2 | 1 | -2 | 8 | -5
CC(C)(C)c1ccc(C(=O)Nc2ccc(C(=O)N3CCCC3)cc2)cc1 | 8 | -13 | 5 | -12 | 10 | -9 | -1 | 6 | -17 | -10 | 2
Cc1ccccc1OCC(=O)Nc1ccccc1-c1ccccc1 | 2 | 12 | -4 | 14 | -7 | 13 | -9 | -3 | 10 | -29 | -9
COc1ccc([C@H]2C(C#N)=C([S-])N[C@](C)(O)[C@@H]2[n+]2ccccc2)cc1 | 10 | -12 | -8 | -8 | -18 | 9 | 3 | . | 1 | 24 | .
COc1ccccc1NC(=O)CN1C(=O)NC2(CCCc3ccccc32)C1=O (stereo not drawn) | -11 | 4 | -5 | 12 | -1 | 8 | -8 | -9 | 1 | -8 | 1
CCc1ccccc1NC(=O)C1CCCN(c2ncccn2)C1 (stereo not drawn) | -3 | 9 | -19 | -12 | 13 | -9 | 2 | 2 | 3 | 2 | 1
COc1ccccc1CC(=O)Nc1ccc(S(=O)(=O)N2CCCC2)cc1 | 13 | -1 | -7 | 5 | -2 | 6 | 5 | -1 | 8 | -13 | -1
CNc1ccc2ncc(-c3cccc(C(=O)N(C)C)c3)n2n1 | -25 | 56* | 19 | 69* | 53* | 58 | 4 | . | 14 | 87* | .
CC(=O)Nc1ccc(NC(=O)c2cc[n+]([O-])cc2)cc1 | 10 | -3 | 10 | -33 | 7 | -9 | 1 | 10 | -14 | -13 | -1
O=C(NNC(=O)c1c(O)c2ccccc2[nH]c1=O)c1ccccc1Br | 19 | -18 | -10 | -10 | -8 | 0 | 5 | 3 | 2 | -8 | 4
Cc1nnc(CN(C)C(=O)CC2C(=O)NCCN2Cc2ccccc2C)o1 (stereo not drawn) | -8 | 1 | 19 | -15 | 3 | 20 | -8 | -6 | 29 | -11 | 9
O=C(CN1C(=O)NC2(CCCCC2)C1=O)Nc1cccc(S(=O)(=O)N2CCCC2)c1 | -7 | 14 | -5 | -7 | 9 | 10 | -7 | 6 | 7 | 4 | -8
O=C(c1ccccc1)N1CCCCC(S(=O)(=O)c2ccccc2)C1=O (stereo not drawn) | -6 | 0 | 1 | -9 | 6 | 0 | -2 | 2 | 5 | -4 | -3
CN(C)c1cccc2c1c(NC(=O)Nc1ccc(Cl)cc1Cl)nn2C | 2 | -12 | 19 | -15 | 26 | 0 | 6 | 1 | -3 | 6 | 10
COc1ccccc1CC(=O)N1CCN(C(=O)c2ccco2)CC1 | 2 | -11 | -7 | -5 | 15 | -13 | -8 | 5 | -4 | 7 | -5
C=CC(=O)NCc1ccc(-c2csnn2)cc1 | -5 | -23 | 16 | 2 | -1 | 14 | 4 | -2 | 5 | 13 | 4
Cc1ccc2cc(CN(CCCO)S(=O)(=O)c3ccccc3F)c(=O)[nH]c2c1C | -6 | -4 | -1 | 2 | -28 | -6 | -2 | -2 | 1 | 20 | 3
Cc1cc(NC(=O)CON=C(N)CC(=O)Nc2ccccc2Cl)ccc1Br | -4 | -48 | 1 | 0 | -19 | 7 | -11 | -7 | 11 | 8 | -2
CCOc1cccc(NC(=O)c2ccc(S(=O)(=O)N3CCCC3)cc2)c1 | 5 | 1 | -9 | -16 | -3 | 4 | -3 | -8 | 9 | 12 | 5
CCCCCCC1CC(C)(C(=O)CNc2nncs2)OC1=O (stereo not drawn) | -7 | 21 | 16 | -14 | 1 | 5 | -12 | 11 | 0 | -24 | 0
CC(=O)c1ccc(S(=O)(=O)N2CCN(C(=O)/C=C/c3ccc4ccccc4n3)CC2)cc1 | 6 | 22 | 19 | -20 | 13 | -20 | -1 | -2 | 3 | 7 | -2
CCOC(=O)C1(CCOc2ccccc2)CCN(Cc2cccc(OCCO)c2)CC1 | -5 | -3 | 29 | 0 | 51* | -7 | -2 | -1 | 9 | -1 | -4
O=C(NC(NCc1ccccc1)C(Cl)(Cl)Cl)c1cccnc1 (stereo not drawn) | -8 | -5 | 0 | -6 | -2 | 0 | -2 | 1 | 11 | 1 | -4
CCc1nnc(NC(=O)CSc2nc3cc(OC)c(OC)cc3cc2C)s1 | -2 | -8 | -6 | 2 | 8 | 7 | -8 | 0 | 16 | 2 | -12
COc1ccccc1C(=O)OCCN=C1NS(=O)(=O)c2ccccc21 | 8 | -30 | -18 | -67 | 1 | -3 | -7 | 2 | 5 | 4 | 2
O=C(CCc1ccccc1)NNC(=O)c1ccccc1Cl | -18 | -9 | -2 | -11 | -8 | -18 | 0 | -2 | 5 | -1 | 0
COc1ccccc1N1CCN(C(=O)CSc2ccccc2)CC1 | 7 | -45 | 0 | -30 | -44 | -30 | 11 | -20 | -60 | -21 | 1
Cc1cccc2cc(CN(CC3CCCO3)C(=O)c3ccncc3)c(=O)[nH]c12 (stereo not drawn) | -28 | -39 | 13 | -15 | 10 | 5 | -1 | 3 | -8 | 12 | 11
NC(=NCCc1c[nH]c2ccccc12)NS(=O)(=O)c1cc(F)ccc1F | -3 | 14 | 1 | 1 | -11 | 15 | -4 | -4 | 8 | 6 | 4
COc1ccc(C(=O)Cc2cc3ccccc3oc2=O)cc1 | 18 | -78 | -40 | -80 | -68 | -89 | 0 | -24 | -52 | -6 | -3
Cc1nnc(NC(=O)CN2CCN(Cc3c(Cl)cccc3Cl)CC2)s1 | -8 | -15 | -6 | 1 | -12 | -25 | -3 | 7 | -13 | -4 | 6
CCN1CCN(c2nc(C)c3c(n2)CCCC3=O)CC1 | -11 | -1 | -11 | 0 | 0 | 12 | 6 | -14 | -4 | 4 | -1
COCCNC(=S)N1CCC(c2nc(-c3ccc(F)cc3)no2)CC1 | 2 | 4 | 16 | 12 | 19 | -5 | -7 | -1 | 17 | 3 | -3
CCOc1ccc(S(=O)(=O)N2CCN(C(=O)CCOc3ccccc3C)CC2)cc1 | 9 | -1 | 31 | 12 | 6 | 2 | 3 | 2 | -19 | -10 | 4
COc1ccc(O)c(-c2[nH]ncc2C(=O)c2cccc(C)c2)c1 | -8 | -11 | 5 | -4 | -6 | 16 | 7 | -3 | -14 | 11 | -9
CCc1ccccc1NC(=O)CSc1nnc(CNC(=O)c2ccco2)n1C | -13 | -2 | 0 | -19 | -7 | 17 | 11 | -4 | -12 | 0 | 5
Clc1ccc2nc(C3CCN(Cc4ccccc4)CC3)[nH]c2c1 | -5 | -16 | -11 | 7 | -7 | -6 | 8 | 0 | 1 | 10 | -6
NC(=O)c1nsc(C(=O)N(Cc2cccnc2)C(C(=O)NCc2ccc(F)cc2)c2ccc(O)cc2)c1N (stereo not drawn) | 2 | 10 | 11 | 2 | -4 | -8 | -8 | -7 | 1 | 4 | -5
CCn1c(SCC(=O)NCCCN2CCCC2=O)nnc1-c1cccc(C)c1 | -15 | 7 | -3 | 5 | -12 | 13 | -2 | -4 | -12 | 3 | 2
COc1ccc(CC(=O)Nc2cc(Cl)ccc2C(=O)O)cc1 | -6 | -3 | -3 | 1 | 14 | 17 | 3 | -4 | 1 | -3 | -9
O=C(CSc1ccccc1C(=O)N1CCN(c2ccccc2)CC1)N1CCCC1 | -4 | -7 | -4 | -22 | -1 | 0 | 0 | 4 | -6 | -1 | -7
Cc1cc(C)c(C(=O)Cn2nc(C)c([N+](=O)[O-])c2C)cc1C | -23 | 21 | 3 | -3 | -13 | 14 | 1 | 2 | -5 | 8 | -5

Some of the compounds tested; the hit share may differ from the screen's.
